Source: PubChem BioAssay
GAA glycogen mod – inhibitors or activators of human alpha-glucosidase glycogen cleavage; P10253; recombinant GAA, glycogen substrate, Amplex Red glucose oxidase fluorescence; Potency, µM (doses to about 76.4 µM), inactives show at the top dose activity change, negative = inhibition, hits mostly inhibitors; hit rate 0.38% among 300,000; active = well fitted inhibition curve with a large enough effect;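 also: 0% = full enzyme reaction and -100% = no-enzyme basal signal; the screen sought inhibitors and activators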
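Natural-substrate format: glycogen cleavage by 4 nM human enzyme, glucose read by Amplex Red coupling (Ex 573, Em 610 nm). Normalized to enzyme and no-enzyme controls.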
* hit, by the source's call; [ ] = remark or other dose. Potency is read from the fitted curve at half-maximal effect. A portion of the library; rates above refer to the full screens.

SMILES	GAA glycogen mod
O=C(Cn1c(=O)n(-c2ccccc2)c(=O)c2ccc(C(=O)NCc3ccc4c(c3)OCO4)cc21)Nc1ccc(F)cc1	-8%[76.3 µM]
CCC1Oc2ccc(C)cc2N(CC(=O)NCC2CCCO2)C1=O (stereo not given)	6%
COc1cc2c(cc1OC)CN(Cc1ccc(F)cc1)CC2	2%
O/N=C(/c1ccc(Cl)cc1)C1CC1c1ccccc1 (stereo not given)	-1%
COCCCNc1nc(N)c([N+](=O)[O-])c(N2CCCCCC2)n1	-3%
COc1ccc(-c2noc(CSc3nnc(C)n3-c3ccc(F)cc3)n2)cc1	12%[76.3 µM]
CCc1ccc(NC(=O)C2CCC(CNS(=O)(=O)c3ccc4c(c3)CC(C)N4C(C)=O)CC2)cc1 (stereo not given)	-17%[76.3 µM]
COc1ccc(-c2cc3c(=O)n(CC(=O)NCCCN4CCC(N5CCCCC5)CC4)nc(C)n3n2)cc1	1%[76.3 µM]
Cc1cc(C)c(NC(=O)CN2CCCCCC2)c(C)c1	1%
CC(NC(=O)COc1ccccc1Cl)c1ccccc1 (stereo not given)	4%
CC1(C)Cc2c(sc(NC(=O)COc3ccc(Cl)cc3)c2C#N)C(C)(C)N1	-5%[76.3 µM]
COc1ccc2c(CCNC(=O)/C=C/c3ccc(OC)c(OC)c3)c[nH]c2c1	4%
Cc1ccc(C(=O)Nc2ccccc2C(=O)O)cc1S(=O)(=O)NC1CCCCC1	-7%[76.3 µM]
Cc1ccc(NC(=O)CCSc2nc(-c3ccc4c(c3)OCO4)cc(C(F)(F)F)n2)cc1	5%[76.3 µM]
CCOC(=O)c1c(S(=O)(=O)NCC(=O)Nc2ccc(OC)cc2)c(C)n(C)c1C	-8%[76.3 µM]
COc1cccc(CN2CC(C(=O)NC3CCC3)CCC2=O)c1 (stereo not given)	-1%[76.3 µM]
Cc1cc(N2CCC(C)CC2)nc2ccc(NC(=O)Cc3ccccc3Br)cc12	1%[76.3 µM]
COc1ccc(CCN2Cc3c(N)cccc3C2=O)cc1OC	-1%
Cc1ccc(C)c(NC(=O)C2CC3CCC2C3)c1 (stereo not given)	3%[76.3 µM]
OC(COC(c1ccccc1)c1ccccc1)CN1CCN(c2cccc(Cl)c2)CC1 (stereo not given)	3%
CC(C)c1ccc(Nc2nc(Cl)nc(NCCO)n2)cc1	-2%[76.3 µM]
O=C(COc1ccc2c3c(c(=O)oc2c1)CCC3)NC(Cc1ccc(Cl)cc1)C(=O)O (stereo not given)	-10%[76.3 µM]
Cc1ccc(-n2nc3c(c2NC(=O)c2cccs2)CS(=O)(=O)C3)cc1C	-4%[76.3 µM]
CCOc1ccc(Nc2nc(C)c(NC(=O)c3cccc(F)c3)c(Nc3ccc(OCC)cc3)n2)cc1	-15%[76.3 µM]
Cc1cccc(NC(=O)C2CCCN(C(=O)NCc3ccccc3)C2)c1C (stereo not given)	6%
CC(C)(CNC(=O)C1c2ccccc2-c2ccccc21)N1CCOCC1	-15%
Cc1ccc2c(c1)C(=O)OC(C(=O)Nc1ncc(Cc3ccccc3)s1)C2 (stereo not given)	-6%[76.3 µM]
CN(C)C(CNc1ncccn1)c1ccccc1 (stereo not given)	-6%
COC(=O)c1nc(NC(=S)NC(=O)c2cccs2)sc1C	-3%[76.3 µM]
CCOc1ccc(NC(=O)N(Cc2c[nH]c3ccccc23)C2CCCCCC2)cc1	-23%[76.3 µM]
CCCNC(=O)CCc1nnc2ccc(N3CCN(c4cccc(OC)c4)CC3)nn12	14%[76.3 µM]
Cc1ccc2c(C)c(C(=O)N3CCN(Cc4ccccn4)CC3)oc2c1C	1%[76.3 µM]
COc1cccc(C(O)c2nc3ccccc3n2C(C)C)c1OC (stereo not given)	3%
Cc1ccc(OCCSc2nc3ccccc3n2CC(=O)N2CCCCC2)c(C)c1	-9%[76.3 µM]
Cc1cccc(C)c1NC(=O)Cn1c(=O)n(CCCC(=O)NC2CCN(Cc3ccccc3)CC2)c(=O)c2ccccc21	0%
CCc1ccc(N2CC(C)Cn3c2nc2c3c(=O)n(CC(=O)O)c(=O)n2C)cc1 (stereo not given)	14%[76.3 µM]
CCOC(=O)N1CCN(c2ncc3c(n2)CC(c2ccc(Cl)cc2)CC3=O)CC1 (stereo not given)	3%[76.3 µM]
CCCCCNC(=O)c1ccc(NS(=O)(=O)c2ccc3[nH]c(=O)[nH]c3c2)cc1	4%[76.3 µM]
Cc1cccc(C)c1NC(=O)c1nc(SC(C)C)ncc1Cl	-5%[76.3 µM]
NC(=O)NC(=O)C(Nc1ccc2c(c1)CCC2)c1ccccc1 (stereo not given)	2%
Nc1nccnc1C(=O)OCC(=O)NNC(=O)c1ccccc1	-1%[76.3 µM]
COc1ccc(CN2CCN(CCCc3ccccc3)C(CCO)C2)cc1OC (stereo not given)	16%[76.3 µM]
COc1cc(C(=O)NCCSc2ccc(F)cc2)cc(OC)c1OC	0%
COc1cc(/C=C/C(=O)O)cc(S(=O)(=O)Nc2ccc3[nH]c(=O)[nH]c3c2)c1OC	-5%[76.3 µM]
O=C1CC2(CCN(C(=O)C(=O)c3c[nH]c4ccccc34)CC2)Oc2ccccc21	-3%[76.3 µM]
CCOc1ccc(C(=S)N2CCCC2)c(OCC)c1	-10%[76.3 µM]
COc1cc(NS(=O)(=O)c2ccc(NC(=O)c3ccccc3C(=O)O)cc2)nc(OC)n1	19%[76.3 µM]
O=C(COc1ccc(S(=O)(=O)N2CCOCC2)cc1Cl)N1CCOCC1	-8%[76.3 µM]
COc1ccc(C(=O)N2CCc3cc(OC)c(OC)cc3C2COc2ccc3c(C)cc(=O)oc3c2)c(OC)c1 (stereo not given)	13%[76.3 µM]
C/C(Cl)=C/Cc1c(C)[nH]c2c(ccc3ccccc32)c1=O	-1%[76.3 µM]
CN(C)/C=N/NC(=O)C1Cc2c(ccc3ccccc23)O1 (stereo not given)	1%
CCOC(=O)CSc1nc2sc3c(c2c(=O)n1-c1ccccc1)CCC(C(C)(C)C)C3 (stereo not given)	-4%[76.3 µM]
CCC(Sc1ncc(S(=O)(=O)c2ccc(C)cc2)c(=O)[nH]1)C(=O)Nc1cc(C)ccc1C (stereo not given)	-14%[76.3 µM]
O=C(Cn1c(=O)n(Cc2ccco2)c(=O)c2sc3ccccc3c21)Nc1ccc(F)cc1F	-13%[76.3 µM]
O=C(NC1CCCc2ccccc21)c1c(F)cccc1Cl (stereo not given)	0%
CC1=C(C(N)=O)C(c2ccc(F)cc2)n2nc(CCCO)nc2N1 (stereo not given)	-9%
O=C(c1cc(COc2ccc(F)cc2Cl)on1)N1C[C@H]2CC[C@H]1C2	-2%[76.3 µM]
CC(CNC(=O)c1cccc(Br)c1)n1cncn1 (stereo not given)	11%[76.3 µM]
Cc1ccc(OCC(=O)N/N=C/C=C/c2ccco2)c(Br)c1	1%[76.3 µM]
Cc1cc(C)c(NC(=O)C(C)n2nnc3sc4c(c3c2=O)CCCC4)c(C)c1 (stereo not given)	8%[76.3 µM]

Reprinted at random: four records from the list, in no set order.
SMILES	GAA glycogen mod
COc1ccc(-c2noc(CSc3nnc(C)n3-c3ccc(F)cc3)n2)cc1	12%[76.3 µM]
CCOc1ccc(Nc2nc(C)c(NC(=O)c3cccc(F)c3)c(Nc3ccc(OCC)cc3)n2)cc1	-15%[76.3 µM]
Cc1ccc(OCC(=O)N/N=C/C=C/c2ccco2)c(Br)c1	1%[76.3 µM]
CN(C)/C=N/NC(=O)C1Cc2c(ccc3ccccc23)O1 (stereo not given)	1%

New compounds follow.
SMILES	GAA glycogen mod
CN(C)c1ccc(/C=C(\NC(=O)c2ccccc2)C(=O)NCCCn2ccnc2)cc1	0%
CCOc1ccc(CNCCSc2nnnn2C)cc1OC	5%[76.3 µM]
COc1cc2c(cc1OC)C(c1cc(Br)c(OC)c(OC)c1)CC(=O)N2 (stereo not given)	5%[76.3 µM]
COc1cc(NC(C)CCc2ccccc2)cc(OC)c1OC (stereo not given)	1%[76.3 µM]
CNC(=O)COc1ccc2oc3c(c2c1)CCCC3	4%[76.3 µM]
Cc1cccc(NC(=O)CSc2nc(-c3ccco3)cc(C(F)(F)F)n2)c1C	-7%[76.3 µM]
CCCCNC(=O)N(O)C1N(/N=C/c2ccccc2O)C(=S)SC1(C)C (stereo not given)	-5%
CC(=O)c1ccc(S(=O)(=O)NCc2ccc(C(=O)N(C)CC(=O)Nc3cccc(F)c3)cc2)cc1	-8%
Nc1ccc(C(=O)NC23CC4CC(CC(C4)C2)C3)cc1	7%[76.3 µM]
Cc1nc(N2CCN(C)CC2)c2c3c(sc2n1)CCCC3	-5%[76.3 µM]
C/C(=N/NS(=O)(=O)c1ccc(Cl)cc1)c1cccc(NC(=O)c2ccncc2)c1	0%[76.3 µM]
O=C(CN1CCN(Cc2ccccc2)CC1)Nc1cccc(Cl)c1	1%[76.3 µM]
Cc1cc(C)cc(-n2ncc3c2CCCC3NC(=O)CCN2Cc3ccccc3C2=O)c1 (stereo not given)	-2%[76.3 µM]
O=[N+]([O-])c1cc(-c2nc(-c3ccccc3)no2)ccc1NCc1cccnc1	4%[76.3 µM]
CC1CCCN(C(=O)CCS(=O)(=O)c2ccc3c(c2)n(C)c(=O)c(=O)n3C)C1 (stereo not given)	-3%[76.3 µM]
CC(C)Cn1c(=O)c2sccc2n2c(CCCC(=O)N3CCC(N4CCCCC4)CC3)nnc12	2%[76.3 µM]
Cc1ccc(S(=O)(=O)Nc2ccc(C(=O)N3CCCC3)cc2)cc1	1%[76.3 µM]
CCN(CCCNC(=O)c1cc2c(=O)[nH]c3ccc(C)cc3c2s1)Cc1ccccc1	-21%[76.3 µM]
CCCCn1c(N)c(N(CCOC)C(=O)c2oc3ccc(OC)cc3c2C)c(=O)[nH]c1=O	0%[76.3 µM]
Cc1oc(/N=C/c2cccc([N+](=O)[O-])c2)c(C#N)c1C	-1%[76.3 µM]
Cc1cc(NS(=O)(=O)c2ccc(NC(=O)CCCOc3cccc(C)c3C)cc2)no1	-2%[76.3 µM]
Cc1ccc(CN2CCCN(Cc3cc(C)ccc3C)S2(=O)=O)cc1	2%
COc1cc(/C=C2\NC(=S)N(C)C2=O)ccc1OCc1cccc(F)c1	-1%
S=c1[nH]ccn1CCc1ccccc1	-4%
O=S(=O)(c1ccc(F)cc1)N1CCCNCC1	1%
C/C(=N\NC(=O)CNC(=O)c1cccnc1)c1cccc(O)c1	2%
Cc1cc(C)c2c(=O)cc(C(=O)NCc3ccc(S(N)(=O)=O)cc3)oc2c1	-3%[76.3 µM]
O=C(Nc1cccc2ncccc12)c1cccc(Br)c1	-7%
Cc1c(C(=O)N2CCC[C@H]2C(N)=O)oc2c(F)cccc12	-1%[76.3 µM]
Cc1cccc(OCC(O)CN2CCN(S(=O)(=O)c3ccc(C)cc3C)CC2)c1 (stereo not given)	-3%
CCOCCCNC(=O)C1(O)c2ccccc2NC(=O)N1c1ccc(Cl)c(Cl)c1 (stereo not given)	1%
Cc1cc(NC(=O)CCC(=O)N(Cc2ccco2)C(C(=O)NC2CCCC2)c2ccc(F)cc2)no1 (stereo not given)	-3%
Cc1cc(OCC(=O)Nc2ccc(-c3nc4cc(Cl)ccc4o3)cc2)cc(C)c1Cl	-2%[76.3 µM]
CCc1cc(=O)oc2cc(OCC(=O)N3CC[C@@]4(O)CCCC[C@H]4C3)ccc12	-15%[76.3 µM]
Cn1nc(C(=O)N2CCN(c3ccc(Cl)cc3)CC2)c2c1-c1ccccc1SC2	11%[76.3 µM]
Cc1cccc([C@@H]2[C@@H]3C(=O)N(C)C(=O)[C@@H]3[C@@H]3C(=O)Nc4ccccc4C(=O)N23)c1	18%[76.3 µM]
Cc1ccc(C)c(CN2C(=O)C3(c4ccccc42)N(c2cccc(C(F)(F)F)c2)C(=O)CS3(=O)=O)c1 (stereo not given)	-2%[76.3 µM]
CC(C)C(NS(=O)(=O)c1ccc2c(c1)oc(=O)n2C)C(=O)NCCc1ccccc1 (stereo not given)	-5%[76.3 µM]
CCCn1c(CCCNC(=O)c2ccccc2OC)nc2ccccc21	-2%[76.3 µM]
CC1CN(C(=O)Nc2ccc(F)cc2F)CC(C)O1 (stereo not given)	1%[76.3 µM]

A draw from above in order of count of non-hydrogen atoms, ascending:
SMILES	GAA glycogen mod
S=c1[nH]ccn1CCc1ccccc1	-4%
O=C(Nc1cccc2ncccc12)c1cccc(Br)c1	-7%
Cc1cc(C)c2c(=O)cc(C(=O)NCc3ccc(S(N)(=O)=O)cc3)oc2c1	-3%[76.3 µM]

Continued:
SMILES	GAA glycogen mod
CN1CCN(CCOCCOc2ccc(Br)cc2Cl)CC1	7%[76.3 µM]
CCOc1ccccc1Nc1nc2ccccc2c2nncn12	15%[76.3 µM]
N#Cc1ccccc1Cn1c(=O)n(CCCCC(=O)NCc2ccc3c(c2)OCO3)c(=O)c2ccccc21	-4%[76.3 µM]
CCOC(=O)[C@@H]1[C@H]2COc3ccc(Br)cc3[C@H]2N2C(=O)N(c3ccc(Cl)cc3)C(=O)[C@@]12C	0%[76.3 µM]
COC(CNC(=O)c1ccc2c(c1)nc(C)n2-c1cc(C)cc(C)c1)OC	-8%

A run of entries of the results above:
SMILES	GAA glycogen mod
CN1CCN(CCOCCOc2ccc(Br)cc2Cl)CC1	7%[76.3 µM]
CCOc1ccccc1Nc1nc2ccccc2c2nncn12	15%[76.3 µM]

Some of the entries so far, as labelled records:
CC(=O)c1ccc(S(=O)(=O)NCc2ccc(C(=O)N(C)CC(=O)Nc3cccc(F)c3)cc2)cc1
  GAA glycogen mod = -8%
Cc1c(C(=O)N2CCC[C@H]2C(N)=O)oc2c(F)cccc12
  GAA glycogen mod = -1%[76.3 µM]
Cc1cccc(C)c1NC(=O)Cn1c(=O)n(CCCC(=O)NC2CCN(Cc3ccccc3)CC2)c(=O)c2ccccc21
  GAA glycogen mod = 0%
